Menin-MLL TR inh: qHTS Assay for Inhibitors Targeting the Menin-MLL Interaction in MLL Related Leukemias: Competition With Texas Red Labeled MLL-derived Mutant Peptide. O00255. Menin + Texas Red MLL mutant peptide, fluorescence polarization. Potency, µM (series often up to 61.6 µM), without a hit: at the highest dose FP activity change, negative = inhibition, actives largely listed as inhibitors. 0.23% of 270,000 active. AID 1768, 2009; active means well fitted inhibition curve with a large enough effect in the polarisation, with a control signal flat, not every such curve was filed as active; inconclusive means small, poorly fitted or top-dose-only effect, or effect the other way, or a change in a side signal; inactive means no such curve, though single readings can be large or run the other way; the % refers to the polarisation; further: potency means the concentration at half of the fitted maximal effect; % of control where 0% means no effect; many of its hits are not listed in these tables
ELG1 DNA repair: qHTS screen for small molecules that inhibit ELG1-dependent DNA repair in human embryonic kidney (HEK293T) cells expressing luciferase-tagged ELG1 | HEK293T ELG1-luciferase reporter, luminescence, 16 h; DNA damage induced by 5-fluorouridine | Potency, µM (titrated, usually from 46.1 µM), inactives show at the top dose activity change, negative = inhibition, usual class: inhibitors | 2.3% of 330,000 active; further: potency means the concentration at half of the fitted maximal effect; on the % scale 0 is the no-effect control and ±100 the full control effect; nearly all actives have a fitted effect of over 55% in size
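5-Fluorouridine DNA damage + compound/DMSO, 2,000 cells/well, 16 h, 37 °C/5% CO2. ONE-Glo, 30 min RT, luminescence. Readout = decrease in reporter signal.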
NPC1 promoter act: qHTS Assay for NPC1 Promoter Activators. Potency, µM (series often up to 9.22 µM), inactives show at the top dose activation, usual class: activators. Huh7 NPC1 promoter luciferase reporter, 24 h. AID 485313, 2010. 2.4% of 320,000 active;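 further: potency means the concentration at half of the fitted maximal effect; % of control where 0% means no effect; nearly all actives have a fitted effect of over 60% in size; reporter is driven by a mutant NPC1 promoter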
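Compounds in DMSO were transferred onto Huh7 NPC1-luciferase reporter cells pre-incubated 2 h; after 24 h at 37 °C, Amplite reagent was dispensed and luminescence recorded 10 min later.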
FLuc counter: qHTS profiling assay for firefly luciferase inhibitor/activator using purifed enzyme and Km concentrations of substrates (counterscreen for miR-21 project); purified FLuc, Km substrates, luminescence inhibition; 6.9% of 360,000 active; Potency, µM (titrated, usually from 57.5 µM), without a hit: at the highest dose activity change, negative = inhibition, most hits filed as inhibitors;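 further: potency means the concentration at half of the fitted maximal effect; plate controls were vehicle for no effect and reference inhibitor for full effect; nearly all actives have a fitted effect of over 55% in size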
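Biochemical qHTS of compounds, final roughly 60 µM downward over six points, against 10 nM purified firefly luciferase using Km concentrations of substrates (10 uM D-luciferin, 10 uM ATP) in Tris acetate pH 7.5 buffer; luminescence output.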
Mito fusion yeast: qHTS Assay for Small Molecule Inhibitors of Mitochondrial Division or Activators of Mitochondrial Fusion | S. cerevisiae fusion-defective mutant growth rescue, CellTiterGlo 48 h | Potency, µM (highest dose often 46.1 µM), for inactives: at the highest dose growth rescue (activation), most hits filed as activators | 0.23% of 320,000 active | AID 485298, 2010;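 further: potency means the concentration at half of the fitted maximal effect; % of control where 0% means no effect; nearly all actives have a fitted effect of over 45% in size; temperature-sensitive fusion mutants such as fzo1-1 at 37 °C on non-fermentable ethanol glycerol medium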
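Read-out: ATP-based luminescence (CellTiterGlo, 10 min ambient) reporting growth of fusion-defective ts yeast after 48 hours at 37C on glycerol/ethanol YPEG medium in the presence of compound.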
RORg inh: qHTS for inhibitors of ROR gamma transcriptional activity; Potency, µM (series often up to 53.6 µM), for inactives: at the top dose activity change, negative = inhibition, hits mostly inhibitors; Drosophila S2 Gal4-RORgamma UAS-luciferase reporter, 20 h; 5.4% of 310,000 active; Nuclear receptor ROR-gamma (Mus musculus), P51450; further: potency means the concentration at half of the fitted maximal effect; on the % scale 0 is the no-effect control and ±100 the full control effect; nearly all actives have a fitted effect of over 60% in size
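Compounds are pin-transferred onto Drosophila Schneider cells expressing a copper-inducible Gal4–ROR gamma transactivation domain fusion. After 1 hr, copper sulfate is added to 700 uM final; luciferase is read 20 hr later.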
PKM2 activator: qHTS Assay for Activators of Human Muscle isoform 2 Pyruvate Kinase; Potency, µM (titrated, usually from 57.5 µM), for the others: at the highest dose activation, hits mostly activators; purified PKM2, Kinase-Glo ATP luminescence, activation; response scale: 0% is enzyme alone, no compound; AID 1631, 2009; Pyruvate kinase PKM (Homo sapiens), P14618; 0.34% of 260,000 active; further: potency means the concentration at half of the fitted maximal effect; on the % scale 0 is the no-effect control and ±100 the full control effect; nearly all actives have a fitted effect of over 55% in size
Target sequence (P14618 whole entry, looked up, canonical isoform): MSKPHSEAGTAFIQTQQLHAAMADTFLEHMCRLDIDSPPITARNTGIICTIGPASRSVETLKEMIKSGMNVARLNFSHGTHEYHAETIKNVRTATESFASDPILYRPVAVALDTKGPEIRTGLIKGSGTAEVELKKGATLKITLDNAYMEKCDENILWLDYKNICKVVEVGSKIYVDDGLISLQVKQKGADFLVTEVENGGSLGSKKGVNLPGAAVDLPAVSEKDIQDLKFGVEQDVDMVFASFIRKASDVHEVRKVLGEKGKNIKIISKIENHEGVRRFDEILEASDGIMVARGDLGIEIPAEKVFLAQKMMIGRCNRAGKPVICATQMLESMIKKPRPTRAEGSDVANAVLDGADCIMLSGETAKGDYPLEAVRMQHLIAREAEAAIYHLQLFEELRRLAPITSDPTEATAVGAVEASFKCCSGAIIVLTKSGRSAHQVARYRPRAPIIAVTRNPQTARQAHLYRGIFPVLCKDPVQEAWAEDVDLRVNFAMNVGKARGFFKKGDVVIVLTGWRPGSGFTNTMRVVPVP
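Kinase-Glo luminescence reports ATP generated from ADP (0.1 mM) and PEP (0.5 mM) by purified hPK-M2 after 1 h at room temperature, pH 7.2 imidazole buffer; intermediate enzyme activity allows detecting inhibitors and activators.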
VP16 counter: VP16 counterscreen qHTS for inhibitors of ROR gamma transcriptional activity; Drosophila S2 Gal4-VP16 UAS-luciferase, luminescence, 20 h; Potency, µM (top dose mostly 53.6 µM), without a hit: at the highest dose activity, negative = inhibition, most hits filed as inhibitors; 3.5% of 310,000 active; AID 2546, 2010;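 further: Gal4-VP16 expression switched on by copper sulfate through the metallothionein promoter; potency means the concentration at half of the fitted maximal effect; on the % scale 0 is the no-effect control and ±100 the full control effect; nearly all actives have a fitted effect of over 50% in size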
MBNL1-CUG inh: qHTS Assay for Inhibitors of MBNL1-poly(CUG) RNA binding. TR-FRET MBNL1-His/biotin-(CUG)12 binding, 665/545 ratio. Potency, µM (top dose mostly 57.5 µM), for the others: at the highest dose activity change, negative = inhibition, actives largely listed as inhibitors. 0.036% of 280,000 active. AID 2675, 2010; active means well fitted inhibition curve with a large enough effect in the signal ratio, with a control signal flat, not every such curve was filed as active; inconclusive means small, poorly fitted or top-dose-only effect, or effect the other way, or a change in a side signal; inactive means no such curve, though single readings can be large or run the other way; the % refers to the signal ratio; further: potency means the concentration at half of the fitted maximal effect; on the % scale 0 is the no-effect control and ±100 the full control effect
Target sequence (Q9NR56 whole entry, looked up): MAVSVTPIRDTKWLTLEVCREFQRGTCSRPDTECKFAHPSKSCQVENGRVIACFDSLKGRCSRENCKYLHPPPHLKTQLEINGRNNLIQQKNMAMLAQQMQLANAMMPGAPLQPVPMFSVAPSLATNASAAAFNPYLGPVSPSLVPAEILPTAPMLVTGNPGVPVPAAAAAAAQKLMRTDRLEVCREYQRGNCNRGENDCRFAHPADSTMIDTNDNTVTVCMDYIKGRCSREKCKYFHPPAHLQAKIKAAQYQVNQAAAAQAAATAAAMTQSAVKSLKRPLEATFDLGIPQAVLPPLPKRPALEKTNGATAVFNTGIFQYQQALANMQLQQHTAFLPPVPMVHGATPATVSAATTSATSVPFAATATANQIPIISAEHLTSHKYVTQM
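Compounds (final 92 nM to 58 uM) are added to His-tagged MBNL1 and biotin-(CUG)12, then terbium anti-His antibody and streptavidin-XL665 (5 nM final). After 60 min at room temperature, the 665/545 nm ratio is read.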
KCNH2 3.1 inh: qHTS for Inhibitors of KCHN2 3.1: Mutant qHTS; Potassium voltage-gated channel subfamily H member 2, brain isoform KCNH2 3.1 (human); U2OS KCNH2 3.1, thallium flux FluxOr; hits give low values; activity change, % (tested at about 1.8 µM); 0.95% of 340,000 active;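 active means maximum activity change below -70%; inconclusive means maximum activity change from -70% to -50%; inactive means maximum activity change above -50%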;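 further: thallium influx rate constant from kinetic fluorescence after stimulation buffer; on the % scale 0 is the no-effect control and ±100 the full control effect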
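FluxOr-based Tl+ influx in U2OS cells transduced with KCNH2 3.1 virus; rate constants normalized to DMSO controls.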
Rab9 prom act: qHTS Assay for Rab9 Promoter Activators. Huh7 Rab9 promoter-luciferase reporter, luminescence, 24 h. Potency, µM (series often up to 9.22 µM), inactives show at the top dose activation, negative = inhibition, usual class: activators. 2.8% of 320,000 active. AID 485297, 2010; further: potency means the concentration at half of the fitted maximal effect; % of control where 0% means no effect; nearly all actives have a fitted effect of over 60% in size
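Steps: seed 1500 Huh7 Rab9-luc cells per well, rest 2 h at 37 °C; add compound in DMSO; incubate 24 h; add luciferase reagent, 10 min ambient; read luminescence.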
Starred values were filed as active, the others as inactive; ? = inconclusive; · = not tested or not shown; & = joins results of further samples; [ ] = remark or other dose. Unless noted, the call rests on the fitted dose curve; in most records, active means well fitted curve in the direction sought with a large enough effect; inconclusive means small, poorly fitted or top-dose-only effect, or another doubt; inactive means no such curve, though single readings can be large; an effect the other way counts as inactive or inconclusive. The list is partial; rates above refer to the full screens.

| mol | Menin-MLL TR inh | ELG1 DNA repair | NPC1 promoter act | FLuc counter | Mito fusion yeast | RORg inh | PKM2 activator | VP16 counter | MBNL1-CUG inh | KCNH2 3.1 inh | Rab9 prom act |
| --- | --- | --- | --- | --- | --- | --- | --- | --- | --- | --- | --- |
| CC1(C)NC(=O)N(CC(=O)NNC(=O)c2ccccc2F)C1=O | · | ? | -2% | -12% | -2% | · | · | · | · | 12 | 2% |
| CCOc1ccc(Nc2nc(NCC3CCCO3)c3ccccc3n2)cc1 (stereo unspecified) | -21% | 7.3µM* | -33%[inhibitor] | ? | 4% | ? | 2% | ? | ? | -6 | -26% |
| CN(C(=O)C1CCCO1)C1CCS(=O)(=O)C1 (stereo unspecified) | · | 10% | 1% | 4% | 1% | · | · | · | · | -20 | -1% |
| CCCCCCS(=O)[C@H]1CS(=O)(=O)C[C@@H]1S(=O)CCCCCC (stereo partly specified) | -3% | -8% | -7% | 6% | 10% | 5% | 2% | 6% | -7% | -12 | 1% |
| COC(=O)C1CN(C(=O)c2cccc(OC(F)F)c2)c2ccccc2O1 (stereo unspecified) | -14% | 3% | -1% | 1% | 21% | 2% | · | -19% | -9% | 0 | 0% |
| CC(C)CCNc1nc2c(cc1C#N)COC(C)(C)C2 | -13% | -9% | -3% | -1% | 2% | -9% | -4% | 13% | 12% | -2 | 0% |
| COc1ccc(CCNC(=O)CCn2c(=O)c3cccn3c3ccc(F)cc32)c(OC)c1OC | · | ? | -8% | 0%&-2% | 0% | -1% | · | 0% | 2% | -11 | -1% |
| NS(=O)(=O)c1ccc(F)c(C(=O)O)c1 | · | -1% | -5% | 0% | 7% | 5% | -3% | 9% | · | 12 | -2% |
| COc1ccc(N2CCN(C(=O)c3[nH]c4ccc(OC)cc4c3C)CC2)cc1 | 0% | 2% | -1% | -2% | -37%[inhibitor] | 11% | · | 0% | -2% | 6 | -4% |
| Cn1c(CC(=O)NNC(=O)c2cccnc2)nc2ccccc21 | · | 8% | 1% | · | 2% | · | · | · | · | 0 | -1% |
| O=C(CC1C(=O)N(c2ccc(F)cc2)C(=O)N1Cc1ccccn1)Nc1ccccc1 (stereo unspecified) | 0% | -20% | 1% | -1% | 2% | 23% | -1% | 1% | ? | -1 | -5% |
| C1CCC(Nc2nnnn2C2CCCCC2)CC1 | -7% | -9% | -4% | 3% | -2% | 4% | -1% | -8% | 3% | -48 | 11% |
| CC(C)CNC(=O)c1ccccc1NC(=O)c1ccccc1N(C)S(=O)(=O)c1ccccc1 | 16% | ? | 1% | 3% | -1% | -6% | -6% | -13% | ? | 2 | -2% |
| COc1ccc(N(CC(=O)NCc2ccco2)S(C)(=O)=O)cc1Cl | -2% | 13% | 9% | -3% | 0% | 0% | 0% | 2% | -9% | -10 | 2% |
| Cc1ccc(NC(=O)C2=NNC(=O)CC2)cc1S(=O)(=O)Nc1ccc(SC(F)F)cc1 | · | -27% | -5% | · | -1% | · | · | · | · | 15 | -5% |
| CCCC(C)C(=O)Nc1ccc(S(=O)(=O)N2CCCC2)cc1 (stereo unspecified) | 23% | -9% | 0% | 3% | -29% | 5% | -1% | 0% | -4% | -6 | 0% |
| COc1ccc(-n2c(COc3cccc4ccccc34)nnc2SCC(=O)NCc2ccco2)cc1 | · | ? | -3% | 1% | 6% | ? | 12% | ? | 2% | -6 | -7% |
| Cc1nc(NCc2ccc3c(c2)OCO3)c2nnn(Cc3ccccc3)c2n1 | -2% | ? | 0% | 4% | -3% | ? | 0% | -19% | -3% | 6 | 2% |
| O=C(N/N=C/c1ccccc1OCc1ccccc1)c1cccnc1 | -1% | -1% | -1% | 11µM* | -1% | -10% | -4% | -1% | · | 0 | 0% |
| Cc1nn(-c2ccccc2)c(Cl)c1/C=C(\C#N)C(=O)NC(C)C | 3% | ? | -1% | ? | 9% | ? | -5% | ? | -20% | 12 | 9% |
| O=C(CSc1nnnn1-c1ccccc1)Nc1ncc2c(n1)CC(c1ccco1)CC2=O (stereo unspecified) | -6% | ? | -2% | -7% | -2% | 38% | 21% | -22% | 3% | -32 | -6% |
| CCN(CC(=O)Nc1ccccc1C(F)(F)F)C(=O)c1ccc2c(c1)NC(=O)CS2 | · | -9% | -1% | 4% | -3% | · | · | · | · | 1 | -1% |
| CN1C(=O)C(O)(CC(=O)/C=C/c2ccco2)c2ccccc21 (stereo unspecified) | -9% | 8% | -1% | -9% | -3% | 17% | 7% | ? | 8% | 8 | 0% |
| Cc1ccccc1S(=O)(=O)Cc1ccc(C(=O)O)o1 | -1% | 26% | 10% | 0% | -1% | 11% | -12% | 0% | -5% | 5 | -2% |
| CCOc1ccc2c(c1)C(N(CCN1CCOCC1)C(=O)Nc1ccccc1)CC(C)(C)O2 (stereo unspecified) | -27% | -5% | -6% | -3% | 2% | 2% | 1% | 14% | 4% | 1 | -5% |
| CS(=O)(=O)n1nc(-c2ccc(Cl)cc2)nc1N | 4% | ? | 1% | -13% | 6% | 10% | -2% | -23% | -6% | -2 | 11% |
| COc1ccc(N2C(=O)NC3CC2(C)Oc2ccc(Br)cc23)cc1OC (stereo unspecified) | -4% | -8% | -1% | -1% | -5% | 7% | -2% | 0% | 4% | -24 | -2% |
| c1ccc(Oc2nc(NCc3ccco3)nc(NCc3ccco3)n2)cc1 | 6% | 11% | 3% | -1% | -1% | -11% | -5% | 8% | -8% | -33 | 5% |
| Cc1cccc(CCN=C(N)NS(=O)(=O)c2ccccc2)c1 | · | -1% | -2% | 1% | 0% | 3% | · | -12% | -10% | 7 | -1% |
| O=C(NNC(=O)c1ccccc1F)c1ccc(-n2cncn2)c([N+](=O)[O-])c1 | · | 27% | 2% | -11% | -3% | · | · | · | · | -2 | 0% |

Next section; it opens with the 3 that closed the last part.
| mol | Menin-MLL TR inh | ELG1 DNA repair | NPC1 promoter act | FLuc counter | Mito fusion yeast | RORg inh | PKM2 activator | VP16 counter | MBNL1-CUG inh | KCNH2 3.1 inh | Rab9 prom act |
| --- | --- | --- | --- | --- | --- | --- | --- | --- | --- | --- | --- |
| c1ccc(Oc2nc(NCc3ccco3)nc(NCc3ccco3)n2)cc1 | 6% | 11% | 3% | -1% | -1% | -11% | -5% | 8% | -8% | -33 | 5% |
| Cc1cccc(CCN=C(N)NS(=O)(=O)c2ccccc2)c1 | · | -1% | -2% | 1% | 0% | 3% | · | -12% | -10% | 7 | -1% |
| O=C(NNC(=O)c1ccccc1F)c1ccc(-n2cncn2)c([N+](=O)[O-])c1 | · | 27% | 2% | -11% | -3% | · | · | · | · | -2 | 0% |
| O=C(CN1CCN(Cc2ccccc2)CC1)NNC(=O)c1ccc(Cl)cc1 | · | 7% | 0% | 2% | 6% | · | · | · | · | 46 | -2% |
| CCn1c(CNC(=O)c2ccco2)nnc1SCC(=O)Nc1cc(C(F)(F)F)ccc1Cl | 1% | -20% | 1% | -2% | -7% | 3% | 0% | -1% | ? | 6 | 2% |
| CCC(C)N(CC(=O)Nc1cccc(C)c1C)C(=O)CCl (stereo unspecified) | -9% | 4.6µM* | -46%[inhibitor] | 1% | -32%[inhibitor] | -42% | 1% | -18% | 0% | -20 | -42%[inhibitor] |
| O=C(c1cccc(Cl)c1)N1CCCc2ccccc21 | 0% | -19% | -3% | -2% | -3% | 1%[1.91 µM] | -3% | 0% | 3% | -3 | 1% |
| COc1ccccc1C(=O)N/C(=C/c1ccco1)C(=O)Nc1cccc(C(=O)O)c1 | 1% | 10% | 0% | -16% | 0% | 8% | 14% | 4% | 7% | -21 | 0% |
| C/C(=N/NC(=O)c1ccccc1)C(=O)O | ? | ? | 3.5µM* | 3.4µM* | -4% | -38% | -11% | 1% | 9% | -3 | 3.5µM* |

Assay outcomes: PubChem BioAssay, National Center for Advancing Translational Sciences (NCATS)
